# High-throughput results: PubChem, National Center for Advancing Translational Sciences (NCATS)
# Abeta rescue: qHTS for compounds that reverse cellular toxicity of Amyloid beta (A-beta) peptide in yeast: Primary Screen | Potency, µM (top dose mostly 46.1 µM), inactives show at the top dose growth rescue, actives largely listed as activators | AID 1347071, 2019 | yeast expressing A-beta42, growth rescue, OD600, 48 h; response scale: 0% DMSO, 100% iron-clioquinol control | 410,000 tested, 0.063% active; note: nearly all actives have a fitted effect of over 55% in size
#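 Growth rescue measured by 600 nm absorbance after 48 h yeast culture at 30 C with compound. Values normalized between DMSO and an equimolar ferric chloride plus clioquinol control.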
# FUS yeast rescue: qHTS for Suppressors of FUS Proteinopathy: Primary screen using FUS-linked yeast assay; S. cerevisiae FUS-expressing, growth rescue, OD600, 24 h; Potency, µM (series often up to 76.6 µM), for inactives: top-dose growth rescue (activation), most hits filed as activators; 390,000 tested, 0.24% active;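 note: plate controls were DMSO vehicle for no effect and reference control for full effect; nearly all actives have a fitted effect of over 55% in size; some results filed as inactive show a strong effect at the top dose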
#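 Restored growth of FUS-toxic S. cerevisiae, read as 600 nm absorbance after 24 h at 30C in galactose medium (starting OD 0.005). Controls CP55940 and DMSO.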
# Starred values were filed as active, the others as inactive; ? = inconclusive; [ ] = dose if it differs, or a comment. Calls come from the whole dose curve; as a rule, active = well fitted activation curve with a large enough effect; inconclusive = small, poorly fitted or top-dose-only effect; inactive = no such curve, though single readings can be large or run the other way. Potency is the fitted concentration of half-maximal effect.
# Preview:
SMILES,Abeta rescue,FUS yeast rescue
COc1ccccc1NC(=O)C1=C(C)Nc2nc(SCc3ccccc3F)nn2C1c1cccnc1 (stereo not drawn),-19%,-3%
COC(=O)c1ccc(-n2c(/C=C/c3cc(OC)c(OC)c(OC)c3)nc3cc(Cl)ccc3c2=O)cc1,2%,5%
Cn1c(=O)n(-c2cccc(Cl)c2)c(=O)c2sc3ccccc3c21,-2%,1%

# Results, from the start:
SMILES,Abeta rescue,FUS yeast rescue
COc1ccccc1NC(=O)C1=C(C)Nc2nc(SCc3ccccc3F)nn2C1c1cccnc1 (stereo not drawn),-19%,-3%
COC(=O)c1ccc(-n2c(/C=C/c3cc(OC)c(OC)c(OC)c3)nc3cc(Cl)ccc3c2=O)cc1,2%,5%
Cn1c(=O)n(-c2cccc(Cl)c2)c(=O)c2sc3ccccc3c21,-2%,1%
CCCOC(=O)c1cccc(NC(=O)c2c(-c3ccccc3Cl)noc2C)c1,-2%,36%
CCc1c(C)sc(NC(=O)C2c3ccccc3Oc3ccccc32)c1C(=O)OC(C)C,-14%,8%
COc1ccc(CNC(=O)Cn2ccc3cc(S(=O)(=O)N4CCCCC4)ccc32)cc1OC,-1%,-3%
O=C(Cc1ccccc1)Nc1sc2c(c1C(=O)Nc1ccc(Br)cc1)CCC2,12%,6%
Cc1csc2nc(COc3ccccc3NC(=O)c3ccccc3Cl)cc(=O)n12,-6%,-30%
COc1ccc(-n2nc3c(c2NC(=O)C(=O)NCc2ccccc2)CSC3)cc1,2%,?
CCOc1ccccc1CNC(=O)c1ccc(Cn2c(SCc3ccccc3)nc3cccnc32)cc1,-1%,-21%
CCC(C)NC(=O)CCSc1nc(-c2ccc3c(c2)OCO3)cc(C(F)(F)F)n1 (stereo not drawn),-13%,-13%
COc1ccc(N2CC(NC(=O)c3c(F)cccc3Cl)CC2=O)cc1OC (stereo not drawn),-6%,-6%
Cc1ccc(NC(=O)CSc2nc3c(oc4ccccc43)c(=O)n2-c2ccc(F)cc2)c(C)c1,-3%,-2%
COc1ccccc1CNC(=O)COc1cc(=O)n(C)c2ccccc12,8%,-29%
CCOc1ccc(NC(=O)Cn2c(=O)cc(C)c3c(C)nn(-c4ccc(CC)cc4)c32)cc1,-18%,0%
COc1cccc(N2CC(NC(=O)c3ccc(S(=O)(=O)N4CCOCC4)cc3)CC2=O)c1 (stereo not drawn),-10%,16%
Cc1cccc(NC(=O)Cn2cc(C(=O)C3CCCCC3)c3ccccc32)c1,-2%,2%
Cc1c(-c2nc(-c3ccc4c(c3)OCO4)no2)nnn1-c1ccc(C(C)C)cc1,-2%,8%
COc1ccc(NC(=O)CCc2c(C)nc3c(-c4ccccc4)c(C)nn3c2C)cc1Cl,-6%,-18%
O=C(CSc1nc2ccccc2nc1Cc1ccccc1)Nc1ccccc1C(F)(F)F,-7%,-2%
Fc1ccc(-n2ncc3c(NCCCc4ccccc4)ncnc32)cc1,-4%,10%
CCOC(=O)c1cc(-c2ccc(C)cc2)n(CC(=O)Nc2ccc(OC)cc2OC)c1C,-4%,-10%
CC(=O)Nc1ccc(NC(=O)CSc2nnc3c4cc(Br)ccc4n(C)c3n2)cc1,-6%,-1%
CCOc1ccccc1NC(=O)Nc1ccc2nc(N3CCN(C)CC3)cc(C)c2c1,0%,-1%
CCCCn1c(=NC(=O)c2c(-c3c(F)cccc3Cl)noc2C)c(C(=O)OCC)cc2c(=O)n3ccccc3nc21,-21%,-4%
COc1ccc(CNC(=O)Nc2ccc3c(c2)N(C)C(=O)c2ccccc2S3)cc1,-5%,14%
CCOC(=O)c1cc(-c2ccc(OC)cc2)n(CCC(=O)NCc2ccc(OC)cc2)c1C,-11%,18%
CCOC(=O)c1c(NC(=O)Cc2coc3cc(C)ccc23)sc2c1CCCC2,-8%,20%
Cn1c2ccccc2c2c(C(=O)N3CCN(c4cccc(Cl)c4)CC3)cn(C3CCCCC3)c(=O)c21,-8%,21%
COc1ccc(Br)cc1CNC(=O)C1CCCCN1S(=O)(=O)c1ccc(F)cc1 (stereo not drawn),16%,-4%
Cn1c(=O)c2c(-c3ccccc3)n3c(c2n(C)c1=O)C(c1cc(Cl)ccc1O)Nc1ccccc1-3 (stereo not drawn),-3%,2%
O=S(=O)(Nc1ccc(-c2ccc(N3CCCC3)nn2)cc1)c1cc(F)ccc1F,-5%,15%
Cc1ccc(NC(=O)/C(C#N)=C/c2ccccc2Cl)cc1C,-7%,19%
CCOC(=O)c1cccc(NC(=O)Cn2c(=O)c3cccn3c3ccccc32)c1,-6%,54%
O=C(c1cccs1)N(Cc1cccnc1)c1nc2c(F)cc(F)cc2s1,-8%,11%
Cc1cc(C)cc(NC(=O)C2CCN(S(=O)(=O)c3c(C)noc3/C=C/c3ccco3)CC2)c1,-3%,42%
O=C(NC1CCCC1)c1ccc(CSc2nc3ccncc3n2Cc2cccc(F)c2)cc1,-12%,16%
COc1ccccc1NC(=O)CSc1oc(-c2ccc(F)cc2)nc1S(=O)(=O)c1ccc(Br)cc1,-7%,18%
COc1ccc(-c2cn3c(n2)sc2cc(C(=O)Nc4ccc(C)cc4C)ccc23)cc1,8%,-6%
COc1ccc(-n2nc3cc(C)c(NC(=O)Cc4ccc(Cl)cc4)cc3n2)cc1,-17%,16%
COc1ccc(CNC(=O)c2cc3cccc4c3n2CC(C)S4)cc1OC (stereo not drawn),-15%,?
O=C(CCc1nnc2n(Cc3ccccc3Cl)c(=O)c3ccccc3n12)Nc1ccc(F)cc1,-17%,15%
COc1ccc(CC(=O)NCCc2csc3nc(-c4ccccc4F)nn23)cc1,9%,6%
COc1cccc(NC(=O)c2sc3nc(C)c(C(=O)Nc4ccc(C)cc4C)c(-c4ccco4)c3c2N)c1,-2%,?
Cc1ccc(NC(=O)c2sc3ccccc3c2Cl)cc1,-8%,-6%

# Copied from the entries so far for reference:
SMILES,Abeta rescue,FUS yeast rescue
COC(=O)c1ccc(-n2c(/C=C/c3cc(OC)c(OC)c(OC)c3)nc3cc(Cl)ccc3c2=O)cc1,2%,5%
Cn1c(=O)n(-c2cccc(Cl)c2)c(=O)c2sc3ccccc3c21,-2%,1%
CCCOC(=O)c1cccc(NC(=O)c2c(-c3ccccc3Cl)noc2C)c1,-2%,36%
CCc1c(C)sc(NC(=O)C2c3ccccc3Oc3ccccc32)c1C(=O)OC(C)C,-14%,8%
COc1ccc(CNC(=O)Cn2ccc3cc(S(=O)(=O)N4CCCCC4)ccc32)cc1OC,-1%,-3%
O=C(Cc1ccccc1)Nc1sc2c(c1C(=O)Nc1ccc(Br)cc1)CCC2,12%,6%

# (further entries)
SMILES,Abeta rescue,FUS yeast rescue
Cn1cc(S(=O)(=O)N2CCc3ccccc32)cc1C(=O)Nc1ccc(C(F)(F)F)cc1,-15%,2%
CCOC(=O)c1cccc(NC(=O)C2=C(C)C(=O)OC23CCCCC3)c1,7%,16%
Cc1cc(C)cc(NC(=O)Cn2nnc(-c3nc(-c4ccncc4)no3)c2N)c1,1%,-29%
CCOc1ccccc1CNC(=O)c1cc2c(=O)n(Cc3ccco3)ccc2nc1C,-4%,21%
CC(=O)c1cccc(NC(=O)c2nc(-c3ccccc3)n(-c3ccccc3)n2)c1,-19%,-1%
Cc1cc2c(c3oc(=O)c4ccccc4c13)CN(Cc1ccc(F)cc1)CO2,-4%,-9%
COCCCNC(=O)CCCn1c(=O)c2cccn2c2cccnc21,-43%[inhibitor],-18%
O=C(c1ccccc1)n1nc(-c2ccco2)nc1NCc1ccccc1Cl,-3%,8%
Cc1cc(Nc2cccc(O)c2)c2cccc(Br)c2n1,6%,-27%
Cn1c(=O)c2c(nc(N3CCOCC3)n2Cc2ccccc2Cl)n(C)c1=O,-10%,-18%
O=C1CC(c2nnc(Cc3ccc(Cl)cc3)o2)CN1c1ccccc1 (stereo not drawn),29%,2%
CCCCn1cc2c(c1-c1ccc(Cl)cc1)c(=O)n(C)c(=O)n2C,-18%,-5%
O=C(Nc1cccc(Cl)c1)N1CC2CCCN2c2ccccc21 (stereo not drawn),2%,33%
CCN(C(=O)c1cc2c(=O)n3cccc(C)c3nc2s1)c1ccc(C)c(C)c1,9%,-11%
COc1cc2c(cc1OC)n(Cc1ccc([N+](=O)[O-])cc1)c(=O)n1nc(-c3ccccc3)nc21,-11%,7%
CCC(=O)N1N=C(c2ccc(OC)cc2)CC1c1cn(-c2ccccc2)nc1-c1cccs1 (stereo not drawn),-20%,14%
Cc1noc(-c2ccc(-c3noc(-c4cccc(Cl)c4)n3)cc2)n1,-11%,1%
Cc1cc(Nc2cc(Cl)ccc2C)n2nc(Cc3ccccc3)nc2n1,2%,-7%
CCOc1ccc(C2C(=O)N(C3CCCCCC3)CC(=O)N2CCc2ccc(Cl)cc2)cc1OC (stereo not drawn),9%,56%
CCOC(=O)C1CCCN(S(=O)(=O)c2csc(C(N)=O)c2)C1 (stereo not drawn),-4%,-15%
COc1ccc(C2C=C(c3ccccc3)Nc3nc(NC(=O)/C=C/c4ccccc4Cl)nn32)cc1 (stereo not drawn),-11%,?
O=C(Cn1c(=O)n(-c2cccc(Cl)c2)c(=O)c2sc3ccccc3c21)N1CCCC1,-11%,9%
CCNC(=O)C1CCCN(c2nn3cc(-c4ccc(C)cc4)nc3s2)C1 (stereo not drawn),-13%,21%
COc1ccc(CNc2oc(-c3ccc(COc4ccc(OC)cc4)o3)nc2C#N)cc1,-14%,-5%
O=C(Cn1ncc2c(=O)oc3ccccc3c21)NCc1ccccc1Cl,-9%,-25%
O=C(CSc1cn(CC(=O)N2CCCCC2)c2ccccc12)Nc1ccccc1F,-9%,13%
Cc1c(Cl)cccc1-c1ccc(CNCCSc2nnnn2-c2ccccc2)o1,-21%,?
O=c1c2sc3ccccc3c2n(Cc2ccccc2Cl)c(=O)n1Cc1ccccc1,-8%,-11%
COc1ccc(NC(=O)CSc2nnc(NC(=O)Nc3ccccc3)s2)c(OC)c1,1%,2%
COc1ccccc1Nc1nc(-c2ccccc2)c(CC(=O)O)s1,5%,38%
Fc1ccc(CNc2nc(-c3ccccc3)cc(C(F)(F)F)n2)cc1,1%,-4%
CC(C)CC(=O)Nc1c(C(=O)N2CCN(c3ccccc3)CC2)oc2ccccc12,18%,24%
CCC1(C)CC(=O)c2c(ccc3oc(C(=O)Nc4ccc(C(C)=O)cc4)c(C)c23)O1 (stereo not drawn),5%,-30%
COc1cccc(NC(=O)Nc2ccc3c(c2)N(C)C(=O)c2ccccc2S3)c1,-23%,-2%
N#C/C(=C\c1ccc(F)cc1)c1nc(-c2ccc(-c3ccccc3)cc2)cs1,-1%,3%
COc1ccc(CNC(=O)c2cc3c(=O)[nH]c4ccccc4c3n2C)c(OC)c1,-22%,-7%
CCCCn1c(CCNC(=O)c2ccc(F)cc2)nc2ccccc21,-9%,-34%
CCOc1ccc(NC(=O)CCc2nnc3n(C)c(=O)c4sccc4n23)cc1,-14%,-11%
Cn1cc(S(=O)(=O)c2cccc(Cl)c2)c(=O)c2cc(F)c(N3CCN(c4ccc(F)cc4)CC3)cc21,5%,-8%
COc1cc(OC)c(NC(=O)N2CC3CCCN3c3ccccc32)cc1Cl (stereo not drawn),-9%,?
CCCOc1ccc(Nc2cc(C)nc(C)n2)cc1,0%,9%
COC(=O)CCNC(=O)N1CCN(c2nnc(C)c3c(C)n(-c4ccc(Cl)cc4)nc23)CC1,-9%,-3%
Cc1ccc(C)c(NC(=O)C2CCN(S(=O)(=O)c3c(C)noc3/C=C/c3cccs3)CC2)c1,-4%,7%
Cc1ccc(-c2cn3cccnc3n2)cc1NC(=O)C(C)(C)Oc1ccc(Cl)cc1,-45%,?
COCC(C)NS(=O)(=O)c1ccc(N2CCCCS2(=O)=O)cc1 (stereo not drawn),-8%,-23%

# Looked up above.
# Result of COC(=O)CCNC(=O)N1CCN(c2nnc(C)c3c(C)n(-c4ccc(Cl)cc4)nc23)CC1 under FUS yeast rescue: -3%
# Result of Cn1cc(S(=O)(=O)c2cccc(Cl)c2)c(=O)c2cc(F)c(N3CCN(c4ccc(F)cc4)CC3)cc21 under Abeta rescue: 5%
# Result of COc1cccc(NC(=O)Nc2ccc3c(c2)N(C)C(=O)c2ccccc2S3)c1 under FUS yeast rescue: -2%
# Result of Fc1ccc(CNc2nc(-c3ccccc3)cc(C(F)(F)F)n2)cc1 under Abeta rescue: 1%

# Other compounds
SMILES,Abeta rescue,FUS yeast rescue
COc1ccc(OC)c(NS(=O)(=O)c2ccc3c(c2)CCCN3C(=O)C2CCC2)c1,-9%,?
COc1ccc(-n2nc(-c3ccc(C)cc3)c3cnc4cc(F)c(F)cc4c32)cc1,-2%,43%
Cc1ccc2oc(-c3cc(NC(=O)/C=C/c4ccco4)ccc3Cl)nc2c1,-1%,22%
CN1CCN(C(c2cccc(Br)c2)c2sc3nc(-c4ccco4)nn3c2O)CC1 (stereo not drawn),-5%,-4%
CCCCN1CC(c2nc3ccccc3n2CCCCOc2ccc(C)c(C)c2)CC1=O (stereo not drawn),-12%,?

# These rows are one share of the data; the hit share may differ from the screen's.
